# eLon inh = inhibitors of E. coli Lon protease, primary screen, biochemical, fluorescence polarization | P0A9M0 | purified E. coli Lon protease | inhibition, % at 7.94 µM | 360,000 tested, 0.42% active; in the data active means inhibition above about 13%, passing the limit was not always enough;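 further: 0% = enzyme with probe and DMSO and 100% = no enzyme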
# MT1-MMP act inh = blockers of MT1-MMP proenzyme processing, primary screen, HT1080 RFP-PRO-GFP cells, GFP/RFP fluorescence. Matrix metalloproteinase-14 (Homo sapiens), P50281. GFP/RFP ratio fluorescence, overnight; percent of plate control window, DMSO zero. GFP/RFP ratio change, % at 20 µM. 360,000 tested, 0.061% active. AID 651647, 2012;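 active means GFP/RFP ratio change of at least 30% with cell ATP level not reduced by more than half and red fluorescence within 50% of control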; further: strong numbers were not always called active
#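 Test system: HT1080 cells expressing an RFP-PRO-GFP fluorescent reporter construct / Compound dosing: single-point 20 µM compound, 1% DMSO / Schedule: cells overnight before dosing, compound overnight, 37 °C, 5% CO2 / Evaluation: GFP/RFP fluorescence ratio / Control set: DMSO and RFP-L50D-GFP cell wells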
# FAS TE block = FAS thioesterase domain inhibitors, primary screen, biochemical, fluorescence intensity, uHTS. recombinant FAS-TE, OMFH fluorogenic substrate, fluorescence endpoint. AID 602261, 2012. Fatty acid synthase (Homo sapiens), P49327. inhibition, % at 15 µM. 360,000 tested, 0.67% active;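 active means compounds whose normalised, plate-corrected inhibition of enzyme fluorescence in the single-dose primary screen is 50% or more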;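 further: 0% = DMSO with enzyme and 100% = substrate without enzyme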
# NRP1-CendR mod = modulators of CendR peptide binding to NRP-1, primary screen, biochemical, fluorescence polarization, uHTS. Neuropilin-1 (Homo sapiens), O14786. FAM-RPARPAR peptide binding to NRP-1. inhibition, % at 25 µM. 360,000 tested, 0.85% active. AID 602438, 2012;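 active means inhibition or corrected inhibition above about 18%, plus a signal ratio from 0.5 to 1.5, limit read from the data, passing the limit was not always enough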; further: strong numbers were not always called active
# SKN-1 block = suppressors of acrylamide-induced Pgst-4::GFP reporter in worms, primary screen, SKN-1 inhibitor project, whole organism, uHTS, GFP/RFP fluorescence ratio, strain VP596 | C. elegans VP596 Pgst-4::GFP/RFP ratio, 24 h | inhibition, % at 21.8 µM | 360,000 tested, 0.49% active;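 active means interference check ratio from 0.5 to 1.5 plus GFP to RFP signal ratio inhibition reaching or exceeding a fixed threshold, cut at about 30% in these data, passing the limit was not always enough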; further: some compounds called inactive have numbers as strong as hits
# MLLE-PAM2 inh = inhibitors of PABP1 MLLE–PAM2 peptide binding, primary screen, biochemical, fluorescence polarization, FITC-PAM2, GST-MLLE. inhibition, % at 20 µM. 360,000 tested, 0.36% active; in the data active means inhibition above about 35%, passing the limit was not always enough;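 further: plate controls were DMSO wells with GST-MLLE for no effect and wells lacking GST-MLLE protein for full effect; some results filed as inactive read as strong as hits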
# Target sequence (P11940 whole entry, looked up): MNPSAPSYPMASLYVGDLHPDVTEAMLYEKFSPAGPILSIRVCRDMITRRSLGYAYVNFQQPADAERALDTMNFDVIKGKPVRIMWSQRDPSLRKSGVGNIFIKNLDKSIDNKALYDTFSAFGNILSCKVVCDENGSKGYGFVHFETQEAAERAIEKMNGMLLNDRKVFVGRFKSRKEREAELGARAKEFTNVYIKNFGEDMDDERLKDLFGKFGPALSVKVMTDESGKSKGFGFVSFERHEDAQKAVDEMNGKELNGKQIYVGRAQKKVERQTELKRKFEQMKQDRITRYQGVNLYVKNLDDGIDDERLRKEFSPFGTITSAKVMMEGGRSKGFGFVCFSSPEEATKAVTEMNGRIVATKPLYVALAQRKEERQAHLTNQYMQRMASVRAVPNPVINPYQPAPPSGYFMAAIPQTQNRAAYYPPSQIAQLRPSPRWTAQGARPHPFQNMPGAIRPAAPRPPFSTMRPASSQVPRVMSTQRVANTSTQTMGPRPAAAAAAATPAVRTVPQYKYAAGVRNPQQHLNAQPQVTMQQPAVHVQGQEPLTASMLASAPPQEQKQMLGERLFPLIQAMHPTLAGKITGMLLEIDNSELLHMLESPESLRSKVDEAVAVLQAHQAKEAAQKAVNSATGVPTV
# MsrA act = bovine MsrA enzyme activators, primary screen, biochemical, absorbance, HTS; purified bovine MsrA, absorbance read-out; 360,000 tested, 0.3% active; activation, % at 10.6 µM; Methionine sulfoxide reductase A (Bos taurus); in the data active means activation above about 7.5%;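 further: 0% = vehicle and 100% = reference activator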
# Neddyl block = inhibitors of cullin neddylation, primary screen, biochemical, TR-FRET, uHTS, NAE and Ubc12; calls only at 25 µM; NEDD8-conjugating enzyme Ubc12 (Homo sapiens) + NEDD8-activating enzyme E1 regulatory …; AID 651699, 2012; 360,000 tested, 0.58% active; in the data active means inhibition above about 36%
# Rin1-Abl PPI inh = inhibitors of Rin1-Abl protein binding, primary screen, biochemical, TR-FRET; Tyrosine-protein kinase ABL1 (Homo sapiens) + Ras and Rab interactor 1 (Homo sapiens), …; 360,000 tested, 0.4% active; inhibition, % at 7.35 µM; in the data active means inhibition above about 5%, passing the limit was not always enough
# Starred values were filed as active, the others as inactive; i = inactive; x = not tested or not shown; + = active, no number. Compounds as they come; overall some 4% were active at least once.
1	CCCCn1nnnc1NCc1ccc(N2CCCC2)cc1
2	CC(C)N1CCCC(C)(C(=O)Nc2nc3ccccc3[nH]2)C1 (centres undefined)
3	O=C(CCn1nnc2ccccc2c1=O)N[C@@H](Cc1ccccc1)C(=O)O
4	Cc1ccc(C(=O)Nc2ccc3c(c2)nc2n3CCSC2)cc1
5	Cc1ccc(NS(=O)(=O)c2cc(C(=O)Nc3cccc(N(C)S(C)(=O)=O)c3)ccc2C)c(C)c1
6	O=C(O)CCn1cc(-c2ccc(Cl)cc2)nc1-c1ccc(Cl)nc1
assay / entry	1	2	3	4	5	6
eLon inh	-2	-3	-8	-4	-1	-2
MT1-MMP act inh	-4	4	-1	4	-3	2
FAS TE block	-10	-11	-9	-12	15	-4
NRP1-CendR mod	-5	0	3	-12	1	-5
SKN-1 block	25	-2	-6	30	-2	16
MLLE-PAM2 inh	-2	0	14	-15	-5	-2
MsrA act	-5	-6	-1	-3	-3	-3
Neddyl block	i	i	i	i	i	i
Rin1-Abl PPI inh	-3	-3	1	-4	-3	3

7	Cc1cccc(NC(=O)NCc2ccc3c(c2)OCO3)c1C
8	COc1cccc(NC(=O)N2CCCC2C(=O)NC23CC4CC(CC(C4)C2)C3)c1 (centres undefined)
9	COC(=O)c1ccccc1NC(=O)c1cn(-c2ccc(C)c(C)c2)c(=O)c2ccccc12
10	O=C(O)C1Nc2ccc(C(F)(F)F)cc2C2OCCC12 (centres undefined)
11	COc1ccc(NC(=O)c2ccco2)cc1S(=O)(=O)N1CCOCC1
12	CCOC(=O)C1=C(C)NC2=C(C(=O)CC(C)(C)C2)C1c1ccc2c(c1)CCCN2C (centres undefined)
assay / entry	7	8	9	10	11	12
eLon inh	-12	0	-5	9	-7	5
MT1-MMP act inh	0	0	-7	1	0	0
FAS TE block	-2	3	23	-14	-12	-5
NRP1-CendR mod	3	15	-15	-4	7	-2
SKN-1 block	2	11	5	2	3	-13
MLLE-PAM2 inh	1	-5	-2	11	-3	-26
MsrA act	-2	-3	-6	0	-10	0
Neddyl block	i	i	i	i	i	i
Rin1-Abl PPI inh	-3	1	-1	2	2	-7

13	Cc1ccc(S(=O)(=O)N2CCN(Cc3nc4ccccc4[nH]3)CC2)cc1C
14	Cc1ccc2[nH]c(=O)c(COC(=O)c3ccccn3)cc2c1
15	Cc1ccc(C)c(NC(=O)CN(C)C(=O)c2cccc(S(=O)(=O)N(C)C)c2)c1
16	O=C(Cc1ccccc1)Nc1nc(=O)c2ccccc2s1
17	CCCC(C(=O)NC1CCCC1)N(CCCN1CCOCC1)C(=O)c1snc(C(N)=O)c1N (centres undefined)
18	CCOC(=O)Cc1c(C)nc(-c2ccccc2)[nH]c1=O
assay / entry	13	14	15	16	17	18
eLon inh	-3	-16	-7	2	1	8
MT1-MMP act inh	1	-9	6	3	1	9
FAS TE block	-4	-8	-5	2	-1	-1
NRP1-CendR mod	1	-6	11	-12	-3	-5
SKN-1 block	-17	-12	4	11	-15	11
MLLE-PAM2 inh	-11	-9	6	7	0	5
MsrA act	1	-13	1	0	-4	-1
Neddyl block	i	i	i	i	i	i
Rin1-Abl PPI inh	-2	-3	1	1	-4	-4

19	O=C(Nc1ccc2oc(-c3cccc(F)c3)nc2c1)c1ccccc1F
20	O=C(c1ccco1)N1CCN(Cc2nnnn2CC2CCCO2)CC1 (centres undefined)
21	CC(C)(C)NC(=O)C(c1ccc(Cl)cc1)N(CCO)C(=O)c1snc(C(N)=O)c1N (centres undefined)
22	N#Cc1c(NC(=O)c2ccccc2)sc2c1CCC2
23	COc1ccccc1CCn1cnc2c3cc(C)ccc3n(C)c2c1=O
24	Fc1ccc2nc(Nc3ccccc3)sc2c1
assay / entry	19	20	21	22	23	24
eLon inh	-1	1	0	-10	-3	15*
MT1-MMP act inh	4	2	3	-14	2	3
FAS TE block	-3	-6	-1	-5	15	18
NRP1-CendR mod	6	16	2	0	2	0
SKN-1 block	11	10	-8	19	-20	27
MLLE-PAM2 inh	3	-1	1	7	-10	-5
MsrA act	-3	-3	-4	-11	-2	-7
Neddyl block	i	i	i	i	+	i
Rin1-Abl PPI inh	-44	-1	-2	-2	-1	0

25	CCc1ccc(NC(=O)CN(C(=O)N2CCN(CC)CC2)S(=O)(=O)c2ccc(C)cc2)cc1
26	CC(C)C(OC(=O)c1ccco1)C(=O)NCc1cccs1 (centres undefined)
27	COc1ccc(N(CC(=O)N2CCc3ccccc3C2)S(=O)(=O)c2c(C)[nH]c(=O)[nH]c2=O)cc1
28	CCOc1cc(N2CCOCC2)c(OCC)cc1NC1=NCCCCC1
29	NC(c1ccccc1)c1csc(Nc2ccccn2)n1 (centres undefined)
30	Cc1ccc(C)c(N2CC(C(=O)Nc3cc(C)on3)CC2=O)c1 (centres undefined)
assay / entry	25	26	27	28	29	30
eLon inh	7	-16	-1	-9	-9	6
MT1-MMP act inh	0	2	0	6	-2	-1
FAS TE block	-10	-7	-6	-6	-8	-4
NRP1-CendR mod	5	7	-5	12	4	0
SKN-1 block	9	-15	2	7	5	26
MLLE-PAM2 inh	-7	1	5	2	-8	0
MsrA act	-3	-4	0	4	1	-12
Neddyl block	i	i	i	i	i	i
Rin1-Abl PPI inh	0	-2	2	0	3	1

# A second format for part of the listing above:
no.	structure	eLon inh	MT1-MMP act inh	FAS TE block	NRP1-CendR mod	SKN-1 block	MLLE-PAM2 inh	MsrA act	Neddyl block	Rin1-Abl PPI inh
25	CCc1ccc(NC(=O)CN(C(=O)N2CCN(CC)CC2)S(=O)(=O)c2ccc(C)cc2)cc1	7	0	-10	5	9	-7	-3	i	0
26	CC(C)C(OC(=O)c1ccco1)C(=O)NCc1cccs1 (centres undefined)	-16	2	-7	7	-15	1	-4	i	-2
27	COc1ccc(N(CC(=O)N2CCc3ccccc3C2)S(=O)(=O)c2c(C)[nH]c(=O)[nH]c2=O)cc1	-1	0	-6	-5	2	5	0	i	2
28	CCOc1cc(N2CCOCC2)c(OCC)cc1NC1=NCCCCC1	-9	6	-6	12	7	2	4	i	0
29	NC(c1ccccc1)c1csc(Nc2ccccn2)n1 (centres undefined)	-9	-2	-8	4	5	-8	1	i	3
30	Cc1ccc(C)c(N2CC(C(=O)Nc3cc(C)on3)CC2=O)c1 (centres undefined)	6	-1	-4	0	26	0	-12	i	1

# (listing goes on)
31	O=C(OC1C2C=CC1C1C(=O)NC21)c1ccccc1 (centres undefined)
32	Cc1ccc2nc(C)cc(Cl)c2c1
33	CC(C)(C)NC(=O)CSc1nnc(NC(=O)c2ccccc2Cl)s1
34	COc1ccc(CCNC(=O)CN2CCN(c3cccc(Cl)c3)CC2)cc1OC
35	c1csc(C2Nc3ccccc3-c3nc4ccccc4n32)c1 (centres undefined)
36	O=C(CN1C(=O)NC(Cc2ccccc2)C1=O)Nc1ccccc1F (centres undefined)
assay / entry	31	32	33	34	35	36
eLon inh	-5	6	4	-11	-15	2
MT1-MMP act inh	1	3	1	-3	-4	3
FAS TE block	-6	-11	-7	-2	-2	-6
NRP1-CendR mod	-8	5	5	13	-8	18
SKN-1 block	9	11	-12	-9	3	14
MLLE-PAM2 inh	3	-7	2	-2	-18	11
MsrA act	-1	-7	-11	-2	-1	-4
Neddyl block	i	i	i	i	x	i
Rin1-Abl PPI inh	0	3	0	3	-2	1

# Going on with the list:
# Every second line gives: eLon inh	MT1-MMP act inh	FAS TE block	NRP1-CendR mod	SKN-1 block	MLLE-PAM2 inh	MsrA act	Neddyl block	Rin1-Abl PPI inh
37: CN(CC(=O)Nc1n[nH]c(=S)s1)S(=O)(=O)c1cccc2cccnc12
    -15	0	-6	-4	-2	18	5	i	0
38: CC(=O)c1cc2c(=O)c3ccccc3oc2nc1C
    -5	-1	-4	-3	-11	-9	-1	i	-2
39: CS(=O)(=O)c1ccc(NC(=O)c2cc3c(cc2Cl)N2CCCCCC2=NS3(=O)=O)cc1
    -8	-4	-2	-2	-10	-5	-7	i	0
40: Cc1nn(C)c(C)c1NS(=O)(=O)c1ccc(OC(F)(F)F)cc1
    -7	-5	-14	1	-7	12	-1	i	1
41: Cc1cc(C)c(C)c(S(=O)(=O)N2CCN(c3ncnc4ccccc34)CC2)c1C
    -10	-5	38	1	-13	-15	0	i	-1
42: O=C(COC(=O)C1CC1)Nc1ncc(Cl)cc1Cl
    1	-4	-4	-17	-2	8	-2	i	-2
43: OC(COc1ccccc1)Cn1cc(Br)cn1 (centres undefined)
    3	-7	2	3	5	12	-1	i	-2
44: CCN(CC)CCCNC(=O)Cn1ncc2c(=O)oc3ccc(C)cc3c21
    -9	4	-7	-12	6	10	-2	i	0
45: COCCN(CC(=O)Nc1cccc(C)c1C)C(=O)c1ccc2ccccc2n1
    3	-3	-7	-8	10	3	-2	i	1
46: COC(=O)c1ccc(/C=N\N2CCN(Cc3ccc(C)cc3)CC2)cc1
    142*	4	7	0	-4	0	-13	i	1
47: COc1ccc(NC(=O)/C=C2\SC(=O)NC2=O)cc1
    0	-1	-3	0	2	-3	-5	i	1
48: Cn1c(=O)c(=O)n(C)c2cc(S(=O)(=O)N3CCC(N4CCCCC4)CC3)ccc21
    2	11	-5	-13	7	-3	-3	i	-2
49: CCN(CC)S(=O)(=O)c1cc(NC(=O)c2cc(-c3ccccn3)nc3ccccc23)ccc1C
    0	-1	21	13	4	-10	-3	i	3
50: Cc1cc(Nc2ccc(C(=O)N3CCCCC3)cc2)c2cccc(C)c2n1
    1	-2	-1	4	-2	5	-1	i	1
51: O=C(NCc1ccccc1)c1c(Cl)nc(Cl)c(Cl)c1Cl
    3	-22	10	-5	0	-14	-4	i	0
52: COC(=O)C1(C(=O)OC)c2ccccc2N(S(=O)(=O)c2ccc(C)cc2)C1CC(C)=O (centres undefined)
    x	2	x	-4	-3	x	x	i	x
53: COc1ccccc1-n1c(C)nnc1SCC(=O)NCc1ccccc1
    0	2	-8	10	6	1	-2	i	6
54: COc1ccc(N2C(=O)CC(Sc3nnnn3-c3ccc(F)cc3)C2=O)cc1 (centres undefined)
    1	1	-3	11	9	-10	-3	i	1
55: COc1cc(NC(=O)c2cccc(F)c2)ccc1NC(=O)c1cc2ccccc2o1
    -2	1	-2	-5	10	10	0	x	1
56: CCn1c(SCC(=O)Nc2nccs2)nnc1-c1ccc(S(=O)(=O)N2CCCCCC2)cc1
    0	0	-1	12	4	-70	-2	i	0
57: COc1ccc(-c2csc(NC(=O)C3=NN(c4ccccc4)C(=O)CC3)n2)cc1
    0	-2	19	14	-9	14	-2	i	3
58: Cc1ccc(CNC(=O)COC(=O)c2ccc(Br)o2)cc1
    -4	-1	-6	2	2	2	-4	i	2
59: O=C(Nc1cnn(Cc2ccccc2)c1)c1nc2ncccn2n1
    -6	3	-4	6	-5	-4	-2	i	2
60: CCOc1ccccc1NC(=O)CCCN1C(=S)NC(C)(C)CC1C (centres undefined)
    -1	4	-15	22	1	-45	-7	i	2
61: COc1ccc2cc(C#N)c(SCC(=O)NNC(=O)Cc3ccccc3)nc2c1
    7	-7	-4	-11	3	-15	-2	i	-6
62: CC1(C)Nc2ccccc2C(=O)N1NS(=O)(=O)c1ccccc1
    2	5	3	2	0	2	-4	x	-4

# From PubChem BioAssay
